# ERK EGF inh – qHTS Assay for Inhibitors of the ERK Signaling Pathway using a Homogeneous Screening Assay; Stimulation with EGF; HEK293-V1b, EGF-stimulated phospho-ERK AlphaScreen; Potency, µM (titrated, usually from 11.5 µM), without a hit: at the top dose activity change, negative = inhibition, usual class: inhibitors; 130,000 compounds, 0.41% hits; AID 1454, 2008; active = well fitted inhibition curve with a large enough effect; inconclusive = small, poorly fitted or top-dose-only effect, or effect the other way;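 also: plate controls were stimulated vehicle wells for no effect and unstimulated vehicle basal for full effect; nearly all actives have a fitted effect of over 55% in size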
#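 Compounds are titrated over HEK293-V1b cells kept overnight in 1% FBS. After 30 min at 37C, EGF (25 nM final) triggers ERK phosphorylation for 5 min, measured by AlphaScreen in lysates.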
# * marks the source's active call; other numbers are inactive results; ? = inconclusive; [ ] = another dose, or the depositor's remark. Potency is read from the fitted curve at half-maximal effect. An excerpt; rates above refer to the full screens.
ERK EGF inh	structure
-10%[57.5 µM]	O=[N+]([O-])c1cccc(/C=C/c2nc[nH]c2[N+](=O)[O-])c1
1%	CSc1ccc(CN(C)CC(=O)Nc2ccc(NC(C)=O)cc2)cc1
-1%[57.5 µM]	O=C(CN1CCN(C(=O)c2ccco2)CC1)N1CCc2[nH]c3ccccc3c2C1
0%	OCC1(CCc2ccccc2)CCN(Cc2ccccc2Cl)CC1
1%	CC(C)CN(C(=O)COC(=O)c1c(Cl)ccc(Cl)c1Cl)C1CCS(=O)(=O)C1 (centres undefined)
-5%	O=C1c2ccccc2-c2cccc(C(=O)N3CCN(C(=O)c4ccccc4)CC3)c21
6%	COc1ccc(N2C(=O)N(Cc3cccc(F)c3)c3ccccc3S2(=O)=O)cc1
4%	CCOc1ccc(-n2c(=O)c3c4c(sc3n(CC(=O)NCC3CCCO3)c2=O)CCCC4)cc1 (centres undefined)

# Other structures:
ERK EGF inh	structure
17%	O=C(OC1Cc2c(O)cc(O)cc2OC1c1cc(O)c(O)c(O)c1-c1c(C2Oc3cc(O)cc(O)c3CC2OC(=O)c2cc(O)c(O)c(O)c2)cc(O)c(O)c1O)c1cc(O)c(O)c(O)c1 (centres undefined)
-10%[57.5 µM]	O=C1CC(c2ccccc2)CC(=O)N1c1ccccc1
-1%[57.5 µM]	CC(=O)c1ccccc1OC(=O)c1ccc([N+](=O)[O-])o1
-1%	Cc1cc(=O)n(C)c2ccccc12
0%	COc1ccc(OCC(O)CN(C)C(=O)/C=C/c2cccc([N+](=O)[O-])c2)cc1 (centres undefined)
27%	OCC1OC(n2cnc3c(Cl)ncnc32)C(O)C1O (centres undefined)
1%	O=C(CCC(=O)Nc1cccc2ccccc12)N/N=C/c1ccco1
-4%	Cc1ccccc1CSc1ccc2nnc(-c3ccccn3)n2n1

# Later entries.
ERK EGF inh	structure
0%	CCc1nnc(NS(=O)(=O)c2ccc(NC(=O)c3ccccc3C)cc2)s1
18µM*	CC1=NN(c2ccccc2)C(=O)/C1=C/c1ccc[nH]1
17%	Cc1ccc(-c2cn(-c3ccc(SC(F)F)cc3)c3[n+]2CCC3)cc1
-16%	CC(C)OC(=O)NC(C)(C)COC(=O)Nc1cccc(Cl)c1
-1%[57.5 µM]	C#CCOCCOCCOCCNc1nc(N2CCN(C(=O)[C@H](Cc3cc4ccccc4[nH]3)n3cc([C@@H](N)C(C)CC)nn3)CC2)nc(N2CCN(C(=O)[C@H](Cc3cc4ccccc4[nH]3)n3cc([C@@H](N)Cc4ccc(O)cc4)nn3)CC2)n1 (some centres undefined)
7%	O=C(CN1C(=O)/C(=C\c2ccccc2Cl)Oc2ccccc21)NCc1cccnc1
-10%[57.5 µM]	CC(C)n1c(N)c(C#N)c2ccc([N+](=O)[O-])cc2c1=O
6%[57.5 µM]	CCOc1ccc(C(=O)N2CCCC(c3nc(-c4cccs4)no3)C2)cc1 (centres undefined)

# (listing goes on)
ERK EGF inh	structure
-1%	CCOc1ccc(C(=O)Nc2cc(C)ccn2)cc1
-4%[57.5 µM]	CCCCOC(=O)/C=C\C(=O)OCCCC
8%	CCOC(=O)N1CCC(NC(=O)c2cc3c(-c4ccc(Cl)cc4)nn(C)c3s2)CC1
4%	CCCCOc1ccc(C(=S)N2CCC(C(N)=O)CC2)cc1
-12%	COc1ccc(OC)c(C(=O)Cn2c3[n+](c4ccc(C(F)(F)F)cc42)CCCCC3)c1
-11%[57.5 µM]	COc1ccc2c(c1OC)C(=O)OC2n1c(O)c(N=NC(C)=O)c2ccccc21 (centres undefined)
1%	COc1ccc(C(CNC(=O)c2ccc(S(=O)(=O)N3CCCC3)cc2)N(C)C)cc1OC (centres undefined)
-1%	Cc1cccc(OCC(=O)N/N=C/C=C/c2ccco2)c1

# (cont.)
ERK EGF inh	structure
31%	CC(CN1CCOCC1)OC(=O)/C=C/c1ccccc1 (centres undefined)
-2%	O=C(CNC(c1ccccc1)c1ccccc1)Nc1cc([N+](=O)[O-])ccc1Cl
?	N=c1oc2ccc3ccccc3c2cc1-c1nc(-c2ccccc2)cs1
4%	CC(C)(C)NC(=O)C(=O)N/N=C/c1ccc(F)cc1
-9%	Cc1ccc(C(=O)C[n+]2cc(Br)cc(Br)c2)cc1[N+](=O)[O-]
?	CCOC(=O)CCCCCN(Cc1ccccc1)S(=O)(=O)c1ccc([N+](=O)[O-])cc1
8%	COc1ccc(CCNC(=O)COC(=O)c2ccc(N3CCCC3=O)cc2)cc1OC
-5%	O=C(Oc1ccccc1)N1CCC2(CC1)CN(c1ccncc1)C2

# The list goes on:
ERK EGF inh	structure
-3%	COc1ccc(NC(=S)NC(C)c2ccncc2)cc1OC (centres undefined)
-7%	CC(C(=O)NCc1ccc(F)cc1)c1ccc([N+](=O)[O-])cc1 (centres undefined)
3%	C/C(N)=C(/C#N)C(=O)CSc1nc2ccccc2c(=O)n1-c1ccccc1C
-12%[57.5 µM]	COC(=O)c1cc(OC)c(OC)cc1NC(=O)CN1C(=O)c2ccccc2C1=O
0%	CC(C)(C)n1nnnc1C(c1cccnc1)N1CCN(c2ccccc2F)CC1 (centres undefined)
0%	CNC(=O)CSc1n[nH]c(-c2cc(Cl)ccc2OC)n1
9%	COc1cc(Br)cc(/C=N/NC(=O)Cc2ccc(C(F)(F)F)cc2[N+](=O)[O-])c1O
5%	CCOCCCNC(=O)CSCc1nc(-c2ccc(SC)cc2)oc1C

# (list continues)
ERK EGF inh	structure
6%	Cc1noc(C)c1COC(=O)/C=C/c1ccc(Cl)cc1
-2%[57.5 µM]	O=C(Oc1ccccc1)Oc1ccc2c(c1)oc(=O)c1ccccc12
-5%	CCn1ncc(NC(=S)NCCc2ccc(OC)c(OC)c2)c1C(N)=O
-8%	Cn1cc(Br)c(C(=O)NN2C(=O)C3C4C=CC(C5CC45)C3C2=O)n1 (centres undefined)
6%	Cc1ccc(N(CC(=O)NCCSc2nc3ccccc3s2)S(=O)(=O)c2ccccc2)c(C)c1
5%	CCc1ccc(NC(=O)c2cnn(-c3ccccc3)c2C2CCNCC2)cc1
-19%	COC(=O)NC(c1ccc2c(c1)OCO2)C(C(=O)OC)C(=O)OC (centres undefined)
21%[57.5 µM]	Cc1cccc(NC(=O)CCNS(=O)(=O)c2cccc3nonc23)c1

# (continued)
ERK EGF inh	structure
9%	O=C(Cn1nc(-c2ccccc2Cl)ccc1=O)Nc1ccccc1-c1ccccc1
-6%	Cc1nc2ccc(NC(=O)c3ccc(S(=O)(=O)N(C)C)cc3)cc2s1
-2%	Cc1ccc(/C=C/C(=O)NC(C)c2ccccc2)cc1 (centres undefined)
5%	CNC(=O)C(=O)N/N=C/c1ccccn1
5%	CCOc1ccccc1C(C(=O)NCCOC)N(CCOC)C(=O)Cn1nnc2ccccc21 (centres undefined)
-1%	C/C(=N/N=C(/N)SCc1ccccc1)C(C)(C)C
0%	CC1CCc2c(sc(NC(=O)CSc3nnc(-c4ccccc4)o3)c2C#N)C1 (centres undefined)
10%	O=C(c1cc2cc(Br)ccc2o1)N1CCOCC1

# Additional records follow.
ERK EGF inh	structure
-2%	Cc1ccc(C(=O)CN(C(=O)c2ccc(Cl)cc2)N2C(=O)CCC2=O)cc1
-3%	COc1ccc(C(=O)OCC(=O)N2CCCCC2)cc1[N+](=O)[O-]
-2%	Nc1nn(-c2cccc(F)n2)cc1-c1ccc(Cl)cc1
7%[57.5 µM]	O=C(Cc1ccccc1)Nc1c(Cl)ccc2nsnc12
-8%	COc1ccc(CCn2c(C)ccc2C)cc1OC
4%	CC1(C)CC(=O)C=C(NNC(=O)c2ccc(N)cc2)C1
-3%	Cc1sc(NC(=O)/C=C/C(=O)O)c(C(N)=O)c1-c1ccc(C(C)(C)C)cc1
9%	Cc1ccc(NC(=O)CSc2n[nH]c(-c3ccco3)n2)cc1

# Sorted by formula weight (largest number first): three of the compounds above.
ERK EGF inh	structure
-3%	Cc1sc(NC(=O)/C=C/C(=O)O)c(C(N)=O)c1-c1ccc(C(C)(C)C)cc1
-3%	COc1ccc(C(=O)OCC(=O)N2CCCCC2)cc1[N+](=O)[O-]
9%	Cc1ccc(NC(=O)CSc2n[nH]c(-c3ccco3)n2)cc1

# Three compounds from above, arranged by the number in ERK EGF inh, descending:
Structure	ERK EGF inh
CC1(C)CC(=O)C=C(NNC(=O)c2ccc(N)cc2)C1	4%
Cc1ccc(C(=O)CN(C(=O)c2ccc(Cl)cc2)N2C(=O)CCC2=O)cc1	-2%
Cc1sc(NC(=O)/C=C/C(=O)O)c(C(N)=O)c1-c1ccc(C(C)(C)C)cc1	-3%

# Returning to the listing, repeating the six entries before the break.
ERK EGF inh	structure
-2%	Nc1nn(-c2cccc(F)n2)cc1-c1ccc(Cl)cc1
7%[57.5 µM]	O=C(Cc1ccccc1)Nc1c(Cl)ccc2nsnc12
-8%	COc1ccc(CCn2c(C)ccc2C)cc1OC
4%	CC1(C)CC(=O)C=C(NNC(=O)c2ccc(N)cc2)C1
-3%	Cc1sc(NC(=O)/C=C/C(=O)O)c(C(N)=O)c1-c1ccc(C(C)(C)C)cc1
9%	Cc1ccc(NC(=O)CSc2n[nH]c(-c3ccco3)n2)cc1
4%	COC(=O)c1ccc(OC(=O)c2ccc(OC)cc2)c(OC)c1
-6%	O=[N+]([O-])c1ccc(N2CCN(CCO)CC2)cc1Sc1ccccn1
7%	CC(C(=O)N1CCCc2ccccc21)N1C(=O)c2ccccc2C1=O (centres undefined)
5%	CCCCCCCC/C=C\CCCCCCCC(=O)OCC(CO)OC(=O)CCCCCCC/C=C\CCCCCCCC (centres undefined)
1%	C=CCOC(=O)C1=C(C)NC(C)=C(C(=O)OCC=C)C1c1cn(-c2ccccc2)nc1-c1ccco1
0%	Cc1c(Cl)ccc2sc(NC(=O)CN3C(=O)c4ccccc4C3=O)nc12
-17%	O=C(COC(=O)c1cc(=O)[nH]c2ccc(Br)cc12)c1ccccc1
2%	Cc1nonc1CC(=O)N1CCCC(C(=O)c2ccc(Cl)cc2)C1 (centres undefined)

# Following part.
ERK EGF inh	structure
8%[57.5 µM]	FC(F)Oc1ccc(NC(=S)Nn2cnnc2)cc1
-1%	O=c1c2ccccc2sc2ccc(Cl)cc12
-1%	CCn1c(CN2CCN(CCO)CC2)nc2ccccc21
-2%	CCc1ccc(-n2c(SCC(=O)N3CCC(C(=O)O)CC3)nnc2-c2ccncc2)cc1
-1%	CCOc1ccccc1NC(=O)NCc1cccnc1
-2%	CCC1CCCCN1C(=S)NC(=O)c1cccs1 (centres undefined)
9%	COc1ccc(N/C=C/C(=O)c2ccc3c(c2)OCO3)cc1OC
4%	COC1=CCC2([N+](=O)[O-])CN(CC(=O)O)CC1([N+](=O)[O-])C2 (centres undefined)

# Later entries.
ERK EGF inh	structure
-12%[57.5 µM]	Cc1ccc2c(c1)COc1c3ccc(C(=O)N[C@@H](C)CO)cc3nn1-2
-6%	Cc1c2c(nc3ccccc13)CCC(C)C2 (centres undefined)
-1%	COc1cc(/C=N/NS(=O)(=O)c2ccccc2)ccc1OS(=O)(=O)c1ccc(C)cc1
-10%[25.7 µM]	CCCC[C@H](CC)CN1CN(C[C@@H](CC)CCCC)CC(C)(N)C1
-4%	COc1cc(/C=N/NC(=O)C(=O)NCC2CCCO2)ccc1OCC(=O)N1CCOCC1 (centres undefined)
-1%[57.5 µM]	CCN(CC)CC(=O)Nn1c(C)nc2c(ncn2-c2ccccc2)c1=O
2%	COc1cc(/C=N/NC(=O)C(=O)Nc2ccccn2)ccc1O
-5%	Cc1nc2c(cc1C#N)C(=O)c1ccccc1-2

# More results follow.
ERK EGF inh	structure
-7%[57.5 µM]	CN1CCN(c2nc3c(c(=O)n(C)c(=O)n3C)n2CCSc2nc3ccccc3s2)CC1
7%	O=C(Nc1ccccc1F)c1coc(=O)c(Br)c1
2%	O=C(CN(Cc1cccs1)S(=O)(=O)c1ccc(S(=O)(=O)NC2CCCCC2)cc1)Nc1ccccc1
-12%	CCn1c(Oc2ccc(F)cc2)nc2c1c(=O)n(C)c(=O)n2C
0%	O=C1OC(c2ccccc2)=N/C1=C\C=C\c1ccccc1[N+](=O)[O-]
-3%[57.5 µM]	Cc1ccc(C)c(N2CCN(C(=O)Nc3ccc4c(c3)N(C)C(=O)CS4)CC2)c1
23%	O=C(O)Cc1sc(Nc2ccc(Cl)cc2)nc1-c1cccs1
8%	N=c1n(CC(=O)c2ccc([N+](=O)[O-])cc2)c2ccccc2n1Cc1ccc(Cl)cc1

# (listing goes on)
ERK EGF inh	structure
14%[57.5 µM]	O=C(NC1CC1)C1=C[C@@H](c2coc3ccccc3c2=O)C[C@@H](OCCCCO)O1
-21%	N#C/C(=C\c1ccccc1)C(=O)OCC(=O)N1CCCC1
-4%	COc1ccccc1CNC(=O)COC(=O)Cc1ccsc1
3%[57.5 µM]	O=C(O)c1ccccc1C(=O)Nc1ccc(-n2nccc2C(F)(F)F)cc1
-1%	Cc1cc(C2=NNC(=NC3CC3)SC2)c(C)n1-c1ccccc1
2%[57.5 µM]	Nc1c2nc(-c3ccccc3Cl)[nH]c(=O)c2nc(=O)n1-c1ccccc1
-3%	COc1ccc(C(=O)N/N=C/c2ccc(OC)c(CSc3ccccn3)c2)cc1
3%[57.5 µM]	Cc1ccc(C(=O)NCCN2C3=NC[C@H](C(C)C)N3C[C@H]2Cc2ccc(O)cc2)cc1Br

# Next records follow:
ERK EGF inh	structure
2%	Cc1[nH]c2ccccc2c1SCCNC(=O)c1ccc(S(=O)(=O)N2CCCC2)cc1
-8%	CCCC(=O)Nc1ccc(C(=O)Nc2ccc([N+](=O)[O-])cc2OC)cc1
-11%	C/C(=N\NC(=O)C(N)=O)c1ccc(Br)cc1
-4%	COc1cc2c(C=O)c3c4c(cc(OC)c(OC)c4c2cc1OC)CCN3C
-9%[57.5 µM]	Cc1ccc(NC(=O)C2CC(=O)Nc3ncnn32)c(C)c1 (centres undefined)
-15%[57.5 µM]	CC1(C)C2CCC1(CS(=O)(=O)Nc1cccc(S(N)(=O)=O)c1)C(=O)C2 (centres undefined)
8%	COc1ccc(-c2n[nH]c(=S)n2/N=C/C=C/c2ccccc2OC)cc1
13%	COc1ccc(C(CC(=O)Nc2ccccc2OC)n2cccc2)cc1 (centres undefined)
-5%	CC1CCCN(CCOCCSc2ccccc2)C1 (centres undefined)
